# From PubChem
# M1 ag parental = counter-screen for M1 agonists: effect in parental CHO-K1 cells; activation, % at 3 µM; 0.48% of 360,000 active; AID 602248, 2012; Fluo-8 calcium fluorescence; scaled to maximal ATP response, vehicle zero; in the data active = activation above about 15%;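 note: untransfected CHO-K1 host cells lacking M1 receptor as counterscreen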
# M4 antag = human M4 muscarinic receptor antagonists, primary screen, CHO cells, Fluo-8 calcium fluorescence | CHO-hM4 cells, ACh EC80 | inhibition, % at 3 µM | 0.73% of 360,000 active | AID 624125, 2012;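 active = inhibition above its plate's cutoff, the mean inhibition of sample wells plus 3 SD, cut at about 27% in these data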;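 note: 0% = acetylcholine EC80 with DMSO and 100% = DMSO without agonist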
# Target sequence (P08173 whole entry, looked up): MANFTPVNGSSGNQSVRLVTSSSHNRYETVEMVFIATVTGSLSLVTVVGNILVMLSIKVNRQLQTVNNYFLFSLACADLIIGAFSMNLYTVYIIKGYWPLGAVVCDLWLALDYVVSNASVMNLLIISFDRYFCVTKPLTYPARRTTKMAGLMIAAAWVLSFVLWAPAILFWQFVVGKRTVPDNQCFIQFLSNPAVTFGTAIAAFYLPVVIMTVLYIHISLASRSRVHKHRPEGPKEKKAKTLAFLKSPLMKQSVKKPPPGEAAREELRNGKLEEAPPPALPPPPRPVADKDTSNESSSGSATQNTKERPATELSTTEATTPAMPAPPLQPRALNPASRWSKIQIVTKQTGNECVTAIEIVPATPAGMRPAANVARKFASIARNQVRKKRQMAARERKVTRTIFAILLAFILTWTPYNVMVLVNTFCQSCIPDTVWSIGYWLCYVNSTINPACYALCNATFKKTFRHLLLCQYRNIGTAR
# CHO-K1 Ca antag = nonselective inhibitor or artifact in parental CHO-K1 cells | AID 602250 | ATP-induced calcium, Fluo-8 fluorescence | inhibition, % at 3 µM | 0.6% of 360,000 active;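 active = inhibition above a per-plate cutoff, the plate's mean sample inhibition plus 3 SD, cut at about 24% in these data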;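 note: 0% = DMSO plus EC80 ATP and 100% = DMSO alone without ATP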
# CHO-K1 Ca PAM = nonselective calcium activators in parental CHO-K1 cells, primary screen, counter-screen for M1 PAM project, cell-based, Fluo-8 calcium fluorescence, full deck, 1536-well; 0.02% of 360,000 active; activation, % at 3 µM; ATP EC20; 0% at ATP EC20, 100% at ATP max;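 active = activation above the run cutoff, the mean activation of all test compounds plus 3 SD, cut at about 40% in these data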;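 note: peak over basal fluorescence ratio in a 140 s read after ATP addition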
# CHRM5 antagonist = human M5 muscarinic receptor antagonists, primary screen, CHO cells, Fluo-8 calcium fluorescence; CHO-hM5 cells, ACh EC80; inhibition, % at 3 µM; 0.59% of 360,000 active; AID 624040, 2012;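 active = inhibition above a per-plate cutoff, the mean of that plate's test compounds plus 3 SD, cut at about 27% in these data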;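 note: 0% = acetylcholine EC80 with DMSO and 100% = DMSO without agonist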
# Target sequence (P08912 whole entry, looked up): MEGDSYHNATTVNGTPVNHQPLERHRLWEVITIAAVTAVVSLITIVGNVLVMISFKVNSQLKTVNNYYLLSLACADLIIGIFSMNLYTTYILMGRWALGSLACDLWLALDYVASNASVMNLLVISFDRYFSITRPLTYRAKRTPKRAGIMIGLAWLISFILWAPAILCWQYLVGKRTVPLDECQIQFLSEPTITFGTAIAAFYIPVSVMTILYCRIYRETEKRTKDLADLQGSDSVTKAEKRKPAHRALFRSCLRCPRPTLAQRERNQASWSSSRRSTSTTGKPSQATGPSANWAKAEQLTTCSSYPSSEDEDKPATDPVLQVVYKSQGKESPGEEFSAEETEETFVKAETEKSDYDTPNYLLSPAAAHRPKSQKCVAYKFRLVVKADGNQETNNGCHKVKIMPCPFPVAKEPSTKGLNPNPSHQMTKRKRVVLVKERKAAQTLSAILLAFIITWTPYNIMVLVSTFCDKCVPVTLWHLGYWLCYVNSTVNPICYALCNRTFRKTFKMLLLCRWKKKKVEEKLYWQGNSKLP
# M5 ag = human M5 muscarinic receptor agonists, primary screen, CHO-K1 cells, Fluo-8 calcium fluorescence. AID 624037, 2012. Muscarinic acetylcholine receptor M5 (Homo sapiens), P08912. CHO-K1 hM5 cells; 0% DMSO wells, 100% maximal acetylcholine response. activation, % at 3 µM. 0.19% of 360,000 active;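 active = activation above the run's mean over test compounds plus 3 SD, cut at about 23% in these data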;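 note: signal is peak over basal fluorescence ratio across the kinetic read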
# M4 ag = human M4 muscarinic receptor agonists, primary screen, CHO-K1 cells, Fluo-8 calcium fluorescence; 0.14% of 360,000 active; Muscarinic acetylcholine receptor M4 (Homo sapiens), P08173; CHO-K1 hM4/Gqi5; vehicle 0%, full acetylcholine response 100%; activation, % at 3 µM;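 active = activation above the run mean over all test wells plus 3 SD, cut at about 32% in these data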;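 note: peak over basal fluorescence ratio per well then scaled between controls; 0% = DMSO wells and 100% = acetylcholine at EC100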
# CHRM4 PAM = human M4 muscarinic receptor positive allosteric modulators, primary screen, CHO-K1 cells, Fluo-8 calcium fluorescence | Muscarinic acetylcholine receptor M4 (Homo sapiens), P08173 | CHO-K1 hM4/Gqi5, ACh EC20; 0% = ACh EC20, 100% = maximal ACh | activation, % at 3 µM | 0.4% of 360,000 active | AID 624126, 2012;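 active = activation above its plate's cutoff, the mean activation of sample wells plus 3 SD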; note: some results filed as inactive read as strong as hits
# M5 PAM = human M5 muscarinic receptor positive allosteric modulators, primary screen, CHO-K1 cells, Fluo-8 calcium fluorescence. Muscarinic acetylcholine receptor M5 (Homo sapiens), P08912. CHO-K1 hM5, ACh EC20 PAM; 0% = ACh EC20, 100% = ACh EC100. activation, % at 3 µM. 0.3% of 360,000 active;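 active = activation above the run cutoff, the mean activation of all test compounds plus 3 SD, cut at about 18% in these data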
#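 system = human M5 receptor in CHO-K1 cells | reagent = EC20 acetylcholine as agonist stimulus | compound dosing = single-point, 3 µM nominal | incubation = Fluo-8 loading 80 min at 37 °C plus 30 min room temperature | detection = Fluo-8 calcium dye fluorescence, kinetic read | benchmarks = low control EC20 acetylcholine (0%), high control EC100 acetylcholine (100%)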
# The depositor's hits bear a star; / = no result given.
SMILES,M1 ag parental,M4 antag,CHO-K1 Ca antag,CHO-K1 Ca PAM,CHRM5 antagonist,M5 ag,M4 ag,CHRM4 PAM,M5 PAM
O=C(CCC1CCCN(C(=O)c2ccc3cc[nH]c3c2)C1)N1CCN(c2ccccn2)CC1 (centres undefined),4.0,-3,-15,19,9,3,6,4,-5
N#C/C(=C\C1=C(N2CCOCC2)C(=C\c2ccccc2)/CC1)C(=O)Nc1ccccc1F,2.8,-6,-8,28,-6,3,2,-3,0
Cc1nn(-c2ccccc2)c(C)c1C(=O)OCC(=O)Nc1cccc(S(N)(=O)=O)c1,1.0,-2,-21,18,17,0,2,0,-4
O=C1S/C(=C/c2ccc(N3CCOCC3)o2)C(=O)N1Cc1ccc(F)cc1,3.6,12,-2,24,1,5,3,3,5
O=C(CN1C(=O)NC2(CCCC2)C1=O)Nc1ccccc1F,-0.1,8,-6,16,-5,0,0,1,9
C#CCOCCOCCOCCNc1nc(N2CCN(C(=O)C([C@@H](C)CC)n3cc(C(N)Cc4ccc(O)cc4)nn3)CC2)nc(N2CCN(C(=O)[C@H](CCC(=O)O)n3cc(C(N)CC(C)C)nn3)CC2)n1 (some centres undefined),-0.5,-19,-6,8,6,-1,2,5,3
COc1ccccc1CNC(=O)COC(=O)CSc1ccc(F)cc1,-0.2,-12,10,-13,0,-1,1,0,-8
Cc1cc(NS(=O)(=O)c2ccc(Cl)cc2)nn1CC(=O)NCc1ccco1,0.1,-6,9,-3,-2,-2,1,1,-6
CCCN1CCN(C(=O)Cn2ncc3c([nH]c4ccc(C)cc43)c2=O)CC1,0.3,-9,0,-12,11,-5,3,2,-3
N#CC(CCc1ccccc1[N+](=O)[O-])(CCc1ccccc1[N+](=O)[O-])C(N)=O,9.6,-6,10,-19,16,3,15,-7,-12
C/C(=N\NC(=O)c1ccccc1)c1c(C)[nH]n(-c2ccccc2)c1=O,0.5,2,-8,10,10,-2,0,-3,-6
CCC(C)(C)NC(=O)C1CCN(S(=O)(=O)c2cccs2)CC1,4.8,2,-3,13,33*,-1,20,-9,-14
O=C(NCc1ccccc1Cl)c1ccc(S(=O)(=O)N2CCCC2)cc1,1.1,6,-11,-7,9,-5,3,-6,6
CCNc1nc(NC(C)C)nc(N(n2cnnc2)S(=O)(=O)c2ccc(C)cc2)n1,0.1,-13,-13,22,-6,-5,1,-3,-2
CCC(=O)Nc1cccc(-n2nnnc2SCC(=O)NCc2ccco2)c1,0.6,0,3,8,-3,4,2,-3,3
COc1ccc2cc(C3CC(c4ccco4)=NN3S(C)(=O)=O)c(Cl)nc2c1 (centres undefined),0.3,6,14,-13,-3,2,0,-9,2
CCCCNC(=O)c1onc(CSc2cc(C)cc(C)c2)c1C(=O)NCCCC,3.6,-6,-32,25,9,-3,-1,5,-1
Cc1nnc(SCC(=O)c2c(N)n(C)c(=O)n(C)c2=O)n1Cc1ccccc1,0.0,3,-12,4,6,-2,0,0,0
CCCCc1ccc(N=N/C(C(=O)Nc2ccc(NC(C)=O)cc2OC)=C(/C)O)cc1,0.0,-3,-16,-10,4,-3,1,-11,3
CCC(CC)c1nnc(NC(=O)c2ccc3c(c2)OCO3)s1,0.7,3,-10,6,-4,0,-1,0,1
CN(c1ccc(C(=O)Nc2cccnc2)cc1)S(C)(=O)=O,0.4,2,-1,11,5,-1,0,5,5
O=C(O)CCCCCN1C(=O)/C(=C\c2cn(-c3ccccc3)nc2-c2cccs2)SC1=S,0.0,-13,-4,4,8,-2,0,-5,-6
CC(C)C(=O)N1CCN(c2ccccc2NC(=O)c2cc([N+](=O)[O-])ccc2N2CCOCC2)CC1,3.4,1,-9,6,-1,1,7,-1,-6
O=C(CCNS(=O)(=O)c1ccc(Br)cc1)Nc1cccc(F)c1,1.9,3,-13,3,13,-2,0,-7,-4
CC(C)c1ccc(NC(=O)CCNS(=O)(=O)c2cccc3nonc23)cc1,2.1,-3,-17,19,0,-3,4,-1,-7
CCOC(=O)c1sc(S(C)(=O)=O)c2c1CCc1conc1-2,0.3,-3,36*,-9,6,-1,1,5,5
O=C(Cn1cc([N+](=O)[O-])cn1)NCC1CCCO1 (centres undefined),0.4,4,-5,30,7,-4,1,-1,-6
Cc1ccc(/C=N/NC(=S)NC2CCCCC2)o1,0.2,-9,-12,3,-3,1,0,-6,10
Cc1ccc(C(c2sc3nc(C)nn3c2O)N2CCOCC2)cc1 (centres undefined),0.1,-13,-11,16,-20,-7,0,5,11
COc1ccccc1NC(=O)CN1C(=O)CSC(C)C1=O (centres undefined),0.0,-2,-13,20,-6,1,1,-6,-2
Cc1cccc(N2C(=O)C(O)=C(C(=O)c3cccs3)C2c2ccc(Cl)cc2)n1 (centres undefined),-0.3,1,-12,14,9,3,-1,0,2
Cc1c(C)n2c3c(cccc13)CC2,1.0,1,-26,19,9,3,2,3,1
CSCCC(C(=O)Nc1c(C)cccc1C)n1c(-c2ccc(C(F)(F)F)cc2)nc2ccccc21 (centres undefined),/,-19,/,/,-11,2,-1,10,3
CNC(=O)CCC(=O)Nc1ccc(C)cc1,0.3,7,8,-2,-2,-1,0,-1,1
Cn1cccc1-c1cc(C(=O)N/N=C/c2ccc(F)cc2)[nH]n1,0.2,-5,-4,12,21,-3,2,-5,-3
C=CCN(c1ccc(F)cc1)S(=O)(=O)c1cc(C(=O)NC2CC2)ccc1Cl,2.3,-1,-3,5,0,-1,3,-3,0
Cc1ccc(C(=O)O)cc1NC(=S)NC(=O)c1ccc(-c2ccc(Cl)cc2)o1,0.0,3,-8,5,4,0,0,2,-4
CCC(=O)NNc1nc2c(C)cc(C)cc2s1,0.4,-1,-29,20,-10,-7,1,8,1
O=S(=O)(Nc1nccs1)c1ccc(F)cc1,1.0,-3,-10,17,10,-1,0,9,1
CCN(CC)c1ccc(/C=N/NC(=O)CN2CCCc3ccccc32)cc1,1.3,1,-4,15,8,-8,-1,-11,-9
O=C(CNCc1cccc2ccccc12)Nc1ccccc1[N+](=O)[O-],1.4,-8,-7,2,14,-6,2,-6,-13
CCOC(=O)c1cc2sccc2n1CC(=O)N1c2ccccc2CC1C (centres undefined),0.5,10,-11,-2,2,2,1,-3,3
CC(=O)Nc1ccc(NC2=CC(=O)c3ccccc3C2=O)cc1,0.4,-13,-12,-8,0,2,1,2,-1
COCC1CCN(C(=O)C2CCC(=O)N(Cc3cccc(C(F)(F)F)c3)C2)CC1 (centres undefined),0.0,-8,-6,2,0,-1,1,-4,1
COC(=O)c1[nH]c2cc(OC)ccc2c1NC(=O)CN1CCC(C(N)=O)CC1,0.3,-3,-11,18,-9,-6,1,6,2
Nc1nc(COC(=O)CCC(=O)c2ccccc2)nc(Nc2ccccc2)n1,8.6,-21,-11,0,7,3,15,-4,-14
c1ccc(C[C@H]2COc3c4ccccc4nn32)cc1,/,-7,/,/,0,-1,2,4,-3
NS(=O)(=O)c1ccc(CCNC(=O)c2ccc(C#CC3(O)CCCCC3)cc2)cc1,5.6,21,20,0,19,-2,13,-11,-21

# Entries of single compounds, looked up by structure. Order of values: M1 ag parental | M4 antag | CHO-K1 Ca antag | CHO-K1 Ca PAM | CHRM5 antagonist | M5 ag | M4 ag | CHRM4 PAM | M5 PAM
# Entry for `CC(=O)Nc1ccc(NC2=CC(=O)c3ccccc3C2=O)cc1` → 0.4 | -13 | -12 | -8 | 0 | 2 | 1 | 2 | -1
# Entry for `Cc1ccc(C(c2sc3nc(C)nn3c2O)N2CCOCC2)cc1` (centres undefined) → 0.1 | -13 | -11 | 16 | -20 | -7 | 0 | 5 | 11

# New compounds follow
SMILES,M1 ag parental,M4 antag,CHO-K1 Ca antag,CHO-K1 Ca PAM,CHRM5 antagonist,M5 ag,M4 ag,CHRM4 PAM,M5 PAM
CS(=O)(=O)N(CC(=O)NCC1CCCO1)c1cc(Cl)c(Cl)cc1Cl (centres undefined),-0.3,-2,5,15,11,-4,1,3,0
Clc1cccc(CNc2ccn3nc(-c4cccc(OCc5ccccc5)c4)cc3n2)c1,1.2,-12,-17,21,-1,3,2,4,0
Cc1c(-c2ccccc2)oc2c(C(=O)OCC(=O)Nc3ccc(C(N)=O)cc3)cccc2c1=O,1.2,1,-4,19,0,-1,2,-2,-3
NC(=O)c1nccc2ccccc12,1.8,-11,-11,15,0,-1,1,5,3
CSCCC(NC(=O)c1ccc([N+](=O)[O-])cc1Cl)C(=O)OCC(=O)C12CC3CC(CC(C3)C1)C2 (centres undefined),1.4,-5,-12,12,5,-4,2,-7,-7
Cc1ccccc1N1CC(C(=O)O)CC1=O (centres undefined),-0.1,-16,-5,12,-9,-4,-1,12,3
O=C(CSc1nc2ccccc2[nH]1)NCc1ccc2c(c1)OCO2,1.6,-4,-5,16,-2,2,3,10,3
CNC(=S)NNC(=O)CSCc1c(Cl)cccc1Cl,0.0,2,9,-23,14,-4,2,0,-4
CCOc1ccc(NC(=O)c2nc(SCC)ncc2Cl)cc1,-1.0,-1,7,-9,14,-4,0,-5,-1
CCOC(=O)N1CCN(S(=O)(=O)c2ccc(C)c([N+](=O)[O-])c2)CC1,1.7,-1,1,-3,10,-3,2,-2,-6
COC(=O)c1ccc(N=NNc2cccc(Br)c2)cc1,0.9,-7,-6,21,-6,-4,-1,4,0
COCCOC(=O)c1c(C)oc2ccc(OC(=O)c3c(OC)cccc3OC)cc12,2.7,1,-1,11,15,0,11,-9,-21
CCCNC(=O)c1ccc(C)c(NC(=O)C2=C(C)OCCS2)c1,3.2,3,-6,11,-3,-3,1,-2,-1
Cc1cc(C(=O)NNC(=S)NCc2ccccc2)no1,0.3,2,5,-6,3,-1,0,2,-7
O=C(CCCc1nc(-c2ccc(Cl)cc2)no1)N1CCOCC1,1.6,6,9,-6,2,1,5,-8,-3
O=C(Nc1ccc2c(c1)OCO2)c1cc(-c2cccc(O)c2)on1,3.0,-2,-2,13,-6,-4,10,-3,-2
Cc1cccc(C)c1C(=O)N[C@@H](Cc1ccccc1)C(=O)O,0.6,-9,-16,22,-7,3,1,7,7
O=C(CNC(=O)c1ccco1)Nc1ccc2c(c1)OCCO2,0.4,-17,-9,4,4,3,0,6,-1
O=C(NCc1ccccc1)N1CCC(CO)(Cc2cccc(F)c2)CC1,2.2,-1,-12,24,-2,6,1,-4,10
COc1ccc(N(CC(=O)N/N=C(\C)c2ccc(OC)c(OC)c2)S(=O)(=O)c2ccccc2)cc1,-0.1,8,-5,3,12,-3,2,-9,-6
COc1ccc(Cl)cc1NC(=O)c1cccc(-n2cnnn2)c1,-0.2,1,14,-12,17,-2,3,3,-4
O=[N+]([O-])c1cnn2cc(Br)cnc12,0.4,4,-7,10,-1,1,0,-5,4
Cc1ccccc1OCC(=O)NNC(=O)Cc1ccc(S(=O)(=O)N2CCOCC2)s1,0.0,-7,2,-6,3,0,1,-2,0
CC1=C(C)CC(C(=O)NC(C)CCc2ccccc2)C(C(=O)O)C1 (centres undefined),0.0,4,-8,9,-1,-5,0,-4,-8
CC1CCCCC1NC(=O)CN(C)S(=O)(=O)c1ccc2c(c1)CCC(=O)N2 (centres undefined),1.8,-1,-2,-12,-12,5,1,-2,5
